# RmlCD inh 1536 = M. tuberculosis RmlC/RmlD inhibition | RmlC+RmlD coupled enzyme assay, percent inhibition; primary screen in compound mixtures | AID 1533 | inhibition, % at 3.6 µM | 0.03% of 160,000 active | P9WH09+P9WH11; in the data active means inhibition mostly above about 34%, no sharp cut-off; further: some results filed as inactive read as strong as hits
# Target sequence (P9WH09 whole entry, looked up): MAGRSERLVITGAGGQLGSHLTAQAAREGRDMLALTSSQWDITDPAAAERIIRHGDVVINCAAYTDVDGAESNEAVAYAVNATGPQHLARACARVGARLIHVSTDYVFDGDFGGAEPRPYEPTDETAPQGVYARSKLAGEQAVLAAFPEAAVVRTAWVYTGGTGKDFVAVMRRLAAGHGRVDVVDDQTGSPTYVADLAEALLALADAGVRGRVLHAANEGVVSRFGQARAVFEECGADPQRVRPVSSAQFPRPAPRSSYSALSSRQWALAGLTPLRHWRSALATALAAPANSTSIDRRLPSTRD
# Target sequence (P9WH11 whole entry, looked up): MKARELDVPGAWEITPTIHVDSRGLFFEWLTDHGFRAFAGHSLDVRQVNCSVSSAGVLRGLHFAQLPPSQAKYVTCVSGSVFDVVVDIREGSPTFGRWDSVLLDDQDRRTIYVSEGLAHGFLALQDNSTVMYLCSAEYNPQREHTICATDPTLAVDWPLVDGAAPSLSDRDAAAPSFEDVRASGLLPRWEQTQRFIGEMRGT
# M. tuberculosis GlmU = inhibition of mycobacterial GlmU enzyme – biochemical, glucosamine-1-phosphate acetyltransferase (AID 1376). M. tuberculosis GlmU acetyltransferase enzyme assay; higher % means a stronger effect. inhibition, %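 (tested at 30 µM in the primary screen)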, or IC50 in µM where a hit was titrated. 0.25% of 220,000 active; in the data active means inhibition above about 13%;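 further: 0% = complete reaction with vehicle and 100% = reaction without substrate; strong numbers were not always called active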
# * marks the source's active call; other numbers are inactive results; · = no result given.
SMILES,RmlCD inh 1536,M. tuberculosis GlmU
CC1(C)Oc2ccc(C(=O)NC3CCCC3)cc2N(CC(=O)N2CCOCC2)C1=O,-12,4.0%
O=C1CCCC(O)=C1C=Nc1cccc(C(F)(F)F)c1,-2,-3.3%
COc1ccccc1C(=O)O/N=C(/c1ccncc1)c1ccc([N+](=O)[O-])cc1,·,-3.3%
O=C(NCCNc1ccc([N+](=O)[O-])cc1)c1cccc2c(Br)cccc12,3,6.5%
O=C(Cn1cc(SCc2ccc(Cl)cc2)c2ccccc21)N1CCOCC1,5,0.5%
CCOC(Cn1c(SCc2cc(C(C)=O)ccc2OC)nc2ccccc2c1=O)OCC,30,-1.6%
C/C(=N\c1nc2ccccc2n1C)c1cc(Cl)ccc1O,1,1.0%
CC1(C)CC(=O)C2=C(C1)OC1=C(C(=O)CC(C)(C)C1)C2c1ccc(O)cc1O,-2,3.9%
CC(C)(C)NS(=O)(=O)c1ccc(-c2csnn2)s1,2,2.7%
COc1ccc(-c2nc3ccccn3c2C=O)cc1,-7,-0.4%
Cc1ccc2c(c1)C(c1ccc(O)cc1)(c1ccc(O)cc1)C(=O)N2C,4,4.9%
CCCCN(C(=O)Cn1ncc(Cl)c(Cl)c1=O)c1c(N)n(CC(C)C)c(=O)[nH]c1=O,-6,·
CCN(CC)c1ccc(NC(=O)CN2CCN(CC(=O)Nc3ccccc3F)CC2)cc1,·,1.4%
O=C(Nc1ccc2c(c1)OCO2)c1ccncc1,-2,-4.3%
C=CC[C@@H]1Cc2c(Br)ccc(Br)c2[C@@H](CC=C)N1,-11,0.8%
CCOc1ccc2nc(NC(=O)CSc3ccc(Cl)cc3)sc2c1,·,2.2%
COc1cc(C(=O)N/N=C(\C)Cn2nc([N+](=O)[O-])cc2C)ccc1O,-4,1.9%
Cc1ccc(/C=N/NC(=O)CNC(=O)Cc2ccccc2)o1,8,1.7%
CC(C)N1CCc2c(sc(NC(=O)c3nc4ccccc4s3)c2C(N)=O)C1,-10,14%*
Cc1cccc2sc(NS(C)(=O)=O)nc12,12,7.4%
C/C(=N\NC(=O)c1ccc(CSc2nncn2C)cc1)c1cccs1,-8,1.7%
N#Cc1cc(S(=O)(=O)c2ccc(Cl)cc2)c(N)[nH]c1=O,·,1.8%
C=CCSc1nnc(-c2ccc([N+](=O)[O-])cc2)o1,19,-2.9%
Clc1ccc(-c2nnc(-c3ccc(Br)cc3)c(N3CCSCC3)n2)cc1,-10,2.6%
COC(=O)c1cccc(NC(=O)c2onc3c2CCCC3)c1,-2,-0.1%
NC(=O)N/N=C/c1coc2ccc(O)cc2c1=O,11,-2.4%
COC(=O)Nc1cc(C)nc2ccccc12,11,6.2%
Cc1[nH]n(-c2ccc(C(=O)O)cc2)c(=O)c1CCO,-8,-0.4%
CN(C)S(=O)(=O)N(CC(=O)Nc1cccc(F)c1)c1ccccc1,-3,2.4%
O=c1[nH]ncc(N/N=C/c2ccccc2)c1Cl,9,-0.6%

# Random excerpt: seven entries already listed.
SMILES,RmlCD inh 1536,M. tuberculosis GlmU
C/C(=N\NC(=O)c1ccc(CSc2nncn2C)cc1)c1cccs1,-8,1.7%
C=CCSc1nnc(-c2ccc([N+](=O)[O-])cc2)o1,19,-2.9%
O=c1[nH]ncc(N/N=C/c2ccccc2)c1Cl,9,-0.6%
CN(C)S(=O)(=O)N(CC(=O)Nc1cccc(F)c1)c1ccccc1,-3,2.4%
N#Cc1cc(S(=O)(=O)c2ccc(Cl)cc2)c(N)[nH]c1=O,·,1.8%
Clc1ccc(-c2nnc(-c3ccc(Br)cc3)c(N3CCSCC3)n2)cc1,-10,2.6%
COC(=O)c1cccc(NC(=O)c2onc3c2CCCC3)c1,-2,-0.1%

# New compounds follow
SMILES,RmlCD inh 1536,M. tuberculosis GlmU
C=CCOc1cc(OC)c(OC)c(OC)c1,-8,-1.0%
CCC(OC(=O)c1ccco1)C(=O)NCc1ccco1 (configuration not stated),·,7.3%
Cc1cc2c(c(=O)n1Cc1ccco1)C(c1cccnc1)C(C#N)=C(N)O2 (configuration not stated),-12,-0.3%
CCCn1c(-c2cccs2)nc2c1c(=O)[nH]c(=O)n2Cc1ccccc1,·,-1.3%
Cn1c(SCC(=O)c2cccs2)nnc1-c1ccco1,8,4.7%
Cc1nc2c(C#N)cnn2c2c1CCNN2C,-5,2.3%
Cc1nn(-c2cc(C)c3ccccc3n2)c2c1C1C(C2)C1(C)C (configuration not stated),6,-0.3%
COc1ccc(OC)c(Nc2ccc(Nc3cc(OC)ccc3OC)nn2)c1,-9,1.5%
C/C(=N/OC(=O)c1ccc(C)cc1)c1cccs1,-1,-4.0%
CC(=O)N1CCN=C1SCc1ccc(Cl)cc1,10,-1.6%

# Three compounds from above, arranged by number of heavy atoms, high to low.
SMILES,RmlCD inh 1536,M. tuberculosis GlmU
Cc1cc2c(c(=O)n1Cc1ccco1)C(c1cccnc1)C(C#N)=C(N)O2 (configuration not stated),-12,-0.3%
Cn1c(SCC(=O)c2cccs2)nnc1-c1ccco1,8,4.7%
Cc1nc2c(C#N)cnn2c2c1CCNN2C,-5,2.3%

# Next part
SMILES,RmlCD inh 1536,M. tuberculosis GlmU
CN(C)CCOCCP(=O)(c1ccccc1)c1ccccc1,·,-2.0%
CCOc1cccc(/C=N/Nc2ccc(S(=O)(=O)N(CC)CC)cn2)c1O,-7,-2.0%
Cn1c(=O)c2c(nc(NCCNC(=O)c3ccco3)n2Cc2ccccc2Cl)n(C)c1=O,·,2.2%
Cc1ccc(NC(=O)COC(=O)c2sccc2C)cc1S(=O)(=O)N1CCOCC1,5,3.2%
CCCn1c(SCC(=O)Nc2nc3ccccc3s2)nc2c1c(=O)n(C)c(=O)n2C,-9,1.3%
Cn1c(SCc2cccc(C(F)(F)F)c2)nnc1-c1ccco1,·,-6.4%
NCCCP(=O)(O)CCc1ccccc1,·,3.4%
CC1CCCN(CCC(=O)c2ccc(Br)cc2)C1 (configuration not stated),0,-5.1%
CC(C)CN(C(=O)CSc1nnc2ccccn12)c1c(N)n(CC(C)C)c(=O)[nH]c1=O,-8,3.6%
O=C(Nc1ccc(Cl)c(Cl)c1)N(Cc1cccnc1)Cc1ccco1,-8,·
CN1CCN(C(=O)CN(CCc2ccccc2)S(C)(=O)=O)CC1,8,5.4%
CCN(C(=O)COC(=O)c1cc(-c2ccccc2)nc2ccc(Br)cc12)C1CCS(=O)(=O)C1 (configuration not stated),-2,-0.2%
O=C(CSc1nnc(NCc2ccccc2)s1)N1CCOCC1,·,6.6%
COc1ccc(NC(=O)c2cccnc2Sc2ccccc2)c(OC)c1,6,-2.7%
O=c1cc(CSc2ccccn2)c2ccccc2[nH]1,6,5.0%
COc1cc(/C=C2/NC(=O)N(CC(=O)Nc3ccc(C)cc3)C2=O)ccc1Oc1ccc([N+](=O)[O-])cn1,4,1.0%
N#C/C(=C(O)\C=C\c1ccccc1)c1nc2ccccc2[nH]1,-8,2.9%
CCC/C(O)=C1\C(=O)CC(c2ccccc2)CC1=NC(C)C(=O)O (configuration not stated),1,2.8%
COc1ccccc1NC1=C(Cl)C(=O)N(c2ccccc2)C1=O,·,1.8%
CCOc1ccc(C(C)(C)C)cc1S(=O)(=O)N1CCOCC1,6,0.7%
COc1cc(C(=O)Nc2cccc3cccnc23)cc(OC)c1OC,3,-4.7%
FC(F)(F)c1cc(-c2ccccc2)nc(N2CCCCC2)n1,3,-0.5%
COc1cccc(-c2nc(=S)c3c(o2)CCCC3)c1,11,1.0%
CCC(C)/C(C)=N/NC(=O)C1COc2ccccc2O1 (configuration not stated),8,2.4%
O=c1ccnc2n1COCS2,6,-2.9%
O=C(NCCSc1ccccc1)c1cncc(Br)c1,3,-1.6%
CC(NCc1ccc(S(N)(=O)=O)cc1)C(=O)Nc1ccc([N+](=O)[O-])cc1Cl (configuration not stated),-9,-1.6%
CCOC(=O)c1c(C)c(C(=O)OCC)n(C)c1C,13,·
CN(C)/C=C/c1onc(-c2c(F)cccc2Cl)c1C#N,17,5.7%
CC(=O)c1ccc(NC(=O)Nc2ncn(Cc3cccc(C)c3)n2)cc1,·,2.6%
CCn1c(SCC(=O)N/N=C/C=C/c2ccco2)nnc1-c1ccc(OC)cc1,12,3.8%
CCc1cccc(NC(=O)Cc2ccc([N+](=O)[O-])cc2)c1,-3,-3.9%
CNC(=O)/C(=C/c1ccc2c(c1)OCO2)NC(=O)c1ccc(Br)cc1,14,0.0%
CCOC(=O)c1cc(NC(=O)OC)c(C)nc1C,3,0.6%
COc1cc2sc(C)nc2c2sccc12,6,-3.2%
CC(C)(C)OC(=O)N[C@@H](Cc1ccccc1)C(=O)N1CCC(C(=O)O)CC1,·,-0.4%
Cc1ccc(Oc2ccc(OCC(=O)OC3CCS(=O)(=O)C3)cc2)cc1 (configuration not stated),·,-1.4%
COc1ccc(N2C(=O)NC3CC2(C)Oc2ccc(Br)cc23)cc1OC (configuration not stated),13,2.1%
O=C(O)/C=C/c1ccc(Cn2ccnc2)cc1,·,3.9%
c1ccc(Oc2nc(NCc3ccco3)nc(NCc3ccco3)n2)cc1,6,-0.1%
Cc1ccccc1S(=O)(=O)Cc1ccc(C(=O)O)o1,16,3.5%
Cc1nn(-c2ccccc2)c(Cl)c1/C=C(\C#N)C(=O)NC(C)C,-9,-1.2%
CC1=[N+]([O-])C(C)(C)N(O)C1(C)C,-4,·
Cc1ncn(C23CC4CC(CC(C4)C2)C3)n1,·,0.5%
CN1CCN(Cc2ccc(Br)s2)CC1,-9,-4.2%
N#Cc1c(Nc2ccc(Cl)cc2)s[nH]c1=O,27,4.6%
O=C1COc2ccc(C(=O)COC(=O)CCc3ccc(S(=O)(=O)N4CCOCC4)cc3)cc2N1,·,9.8%
Cc1cnc(NC(=O)CSc2nnc(N)s2)s1,-10,-1.8%
O=c1[nH]nc(Cc2ccc(-c3cccc(Cl)c3)o2)c2ccccc12,·,6.2%
O=C(O)CSc1nnc(CSc2nc3ccccc3s2)n1-c1ccccc1,-7,3.3%
# Going on with the list:
SMILES,RmlCD inh 1536,M. tuberculosis GlmU
CC(C)[C@@H]1NC(=O)c2cc([N+](=O)[O-])cc(I)c2NCC[C@@H](C(N)=O)NC(=O)[C@H](CO)NC1=O,·,3.2%
CCC(=NCCc1ccccc1)c1c(O)n(C)c(=O)n(C)c1=O,·,-0.4%
CCOc1ccccc1C1C(C#N)=C(N)Oc2cc(N)ccc21 (configuration not stated),5,-0.6%
CN(C)CCn1c(=N)n(CC(O)c2ccc(Cl)c(Cl)c2)c2ccccc21 (configuration not stated),-6,-5.9%
O=C(COc1ccc(OCc2ccccc2)cc1)NN=C1CCCC1,·,-1.7%
Cc1ccc2c(c1)-c1ncc(C(=O)c3cc(Br)ccc3O)cc1CO2,4,-4.8%
CC1(C)Cc2cccc(OCC(=O)N3CCN(S(=O)(=O)c4ccccc4F)CC3)c2O1,·,-3.0%
Cc1ccc(Sc2ccc(CN3CCCC3)cc2[N+](=O)[O-])cc1,-13,-1.5%
O=C1Nc2cc(S(=O)(=O)N3CCCC3)ccc2N2CCCC12 (configuration not stated),·,1.6%
O=C(/C=C/c1ccco1)OCn1nnc2ccccc2c1=O,-11,8.9%
Cc1cc(N2CCN(c3nc4ccccc4s3)CC2)n2ncnc2n1,2,3.8%
Cc1nnc(SCC(=O)N(Cc2ccccc2)C(C)C)n1-c1ccccc1,·,-0.2%
Cc1ccc(N/C=C(\[N+](=O)[O-])S(=O)(=O)c2ccccc2)cc1,-9,7.7%
Cc1ccc(C)c(NC(=S)NCCc2ccc(S(N)(=O)=O)cc2)c1,·,3.4%
O=c1c2ccccc2nnn1Cc1cccc2ccccc12,7,7.3%
Cc1c(NC(=O)c2ccc3c4c(cccc24)CC3)c(=O)n(-c2ccccc2)n1C,·,-1.5%
COc1ccc(/C=N/NS(=O)(=O)c2ccccc2)cc1OC(=O)c1ccc(C)cc1,26,·
Cn1c(N)c(C(=O)CSc2nc3ccccc3[nH]2)c(=O)n(C)c1=O,-10,3.8%
CCOC(=O)CCN(Cc1cccs1)S(=O)(=O)c1ccc(Cl)cc1,12,-0.8%
COc1ccc2[nH]cc(C(=O)CN3CCCCC3)c2c1,-8,-0.9%
Cc1cc(=O)cc(C)n1-c1ccc(Cl)cc1,4,1.9%
Cc1ccc2cc3cc(C(=O)N4CC(C)CC(C)C4)oc3nc2c1 (configuration not stated),·,1.1%
Cc1ccc(NC(=O)c2ccc(Nc3ccccc3F)nc2)cc1,4,5.3%
O=C(NCc1ccco1)C1OCCc2ccccc21 (configuration not stated),·,-0.8%
CC1(c2nnc(-c3ccccc3)o2)CC(c2ccc(F)cc2)=NO1 (configuration not stated),·,3.6%
Fc1ccc(CSc2nnc(-c3cc4c(s3)-c3ccccc3CC4)o2)cc1,1,-2.5%
Cc1nnc(SCc2nc3sc4c(c3c(=O)[nH]2)CCCC4)[nH]c1=O,1,6.8%
Cc1ccsc1/C=N/NC(=O)Cc1ccc(Cl)cc1,·,-4.5%
Cn1c(/C(C#N)=C/c2ccncc2)nc2ccccc21,25,1.4%
CC1CCCC(NC(=O)COC(=O)c2sc3ccccc3c2Cl)C1C (configuration not stated),·,-0.3%
CCCCCC1CC(CC(=O)Nc2nncs2)C(=O)O1 (configuration not stated),·,-0.3%
Cc1ccc(C2=NNC(=O)C(c3c[nH]c4ccccc34)C2)cc1 (configuration not stated),-1,-0.3%
O=C(O)C(Cc1c[nH]c2ccccc12)N1CCS(=O)(=O)CC1 (configuration not stated),-10,-6.0%

# Screening data deposited in PubChem BioAssay by several laboratories.

# Not all compounds are listed; count on the stated rates, not on these rows.
